Bioassay records deposited in PubChem by several laboratories.
V1R ag counter: V1a receptor agonism, counter-screen for OXTR agonists; activation, % at 3 µM; P37288; CHO-V1R cells, Fluo-8 calcium fluorescence, agonist mode; 0% DMSO, 100% 3 nM vasopressin; AID 2797; 0.25% of 320,000 active;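 active = activation above the mean activation of all tested compounds plus 3 SD, per screening run, cut at about 20% in these data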;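 also: signal is peak over basal fluorescence ratio across a 100 second FLIPR read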
Target sequence (P37288 whole entry, looked up): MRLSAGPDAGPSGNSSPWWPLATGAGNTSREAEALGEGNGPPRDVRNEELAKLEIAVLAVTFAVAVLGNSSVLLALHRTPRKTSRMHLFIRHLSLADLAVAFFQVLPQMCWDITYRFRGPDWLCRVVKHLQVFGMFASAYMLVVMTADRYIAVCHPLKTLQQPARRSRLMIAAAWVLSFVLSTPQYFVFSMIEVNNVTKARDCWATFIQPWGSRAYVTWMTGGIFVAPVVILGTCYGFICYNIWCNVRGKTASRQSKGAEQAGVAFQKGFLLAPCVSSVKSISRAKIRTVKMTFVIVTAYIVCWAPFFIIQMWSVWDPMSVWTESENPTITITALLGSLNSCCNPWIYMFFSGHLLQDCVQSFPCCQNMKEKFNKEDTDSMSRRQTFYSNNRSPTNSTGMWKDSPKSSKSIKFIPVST
OXTR potentiator: potentiators of human oxytocin receptor. AID 2445. activation, % at 3 µM. 0.061% of 320,000 active. P30559. CHO-OTR cells, Fluo-8 calcium fluorescence, potentiator mode; 0% = oxytocin EC15, 100% = EC100;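 active = activation above that plate's cutoff, the mean activation of tested compounds plus 3 SD, cut at about 6.6% in these data, passing the limit was not always enough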;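 also: 100% uses oxytocin at 75 nM as the full agonist control; some results filed as inactive read as strong as hits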
Target sequence (P30559 whole entry, looked up): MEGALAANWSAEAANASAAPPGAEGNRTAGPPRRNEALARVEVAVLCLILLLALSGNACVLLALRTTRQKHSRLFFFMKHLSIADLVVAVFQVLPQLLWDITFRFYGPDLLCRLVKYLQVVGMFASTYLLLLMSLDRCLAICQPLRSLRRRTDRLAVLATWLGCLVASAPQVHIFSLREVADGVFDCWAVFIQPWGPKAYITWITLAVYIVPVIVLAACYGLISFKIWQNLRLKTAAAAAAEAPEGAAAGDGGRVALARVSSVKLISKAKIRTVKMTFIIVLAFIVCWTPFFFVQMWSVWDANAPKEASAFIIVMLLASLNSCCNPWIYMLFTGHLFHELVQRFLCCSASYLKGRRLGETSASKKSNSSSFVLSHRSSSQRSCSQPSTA
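Replication – single well per compound, singlicate · Assay system – CHO cell line stably expressing human OTR · Timing – 6 min pre-incubation, 100 s read · Measure – normalized max/min fluorescence ratio, % activation · Doses – 3.0 µM, one dose · Detection – Fluo-8 calcium dye fluorescence · Probe or stimulus – oxytocin near EC15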
OXTR agonist: agonists of human oxytocin receptor; 0.32% of 320,000 active; activation, % at 3 µM; CHO-OTR cells, Fluo-8 calcium fluorescence; normalized: DMSO 0%, oxytocin 100%; AID 2435;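 active = activation above the mean of all tested compounds plus 3 SD, cutoff set per screening run, cut at about 20% in these data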;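 also: peak over basal fluorescence ratio from a 100 s FLIPR kinetic read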
NALP1 yeast inh: NALP1 inhibition; 0.61% of 280,000 active; S. cerevisiae NALP1/ASC/caspase-1 growth, X-gal OD620, 72 h; inhibition, % at 10 µM; in the data active = inhibition mostly above about 24%, no sharp cut-off; inactive = mostly below about 32%; also: some compounds called inactive have numbers as strong as hits
GalR3 antag: blocks the human galanin receptor 3; HEK293 GalR3-CNG cAMP membrane potential fluorescence; galR3 body fused to GalR1 C-terminus; 0.44% of 360,000 active; inhibition, % at 3 µM; O60755;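 active = inhibition above the screen-wide average plus 3 SD, cut at about 13% in these data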;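 also: forskolin and galanin both at EC90 stimulate the cells; cAMP rise reported by CNG channel membrane potential dye signal; 0% = forskolin plus galanin with DMSO and 100% = forskolin alone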
PfM18AAP inh: PfM18AAP enzyme inhibition; 1.2% of 290,000 active; recombinant PfM18AAP, H-Glu-NHMec fluorogenic cleavage; inhibition, % at 7.35 µM;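 active = inhibition above the campaign mean inhibition over all tested compounds plus 3 SD, cut at about 28% in these data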;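 also: 0% = plate median of test compound wells and 100% = 2 mM ZnCl2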
GPR7 antag: antagonists of human GPR7 (neuropeptides B/W receptor 1); inhibition, % at 4.4 µM; P48145; 1.1% of 290,000 active; GPR7-expressing cells, fluorescence antagonist assay; in the data active = inhibition above about 16%, passing the limit was not always enough;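 also: cells stimulated with the agonist NPW; 0% = agonist with vehicle and 100% = vehicle without agonist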
MEKK2 WT-MEK5: raises or lowers MEK5 binding to wildtype human MEKK2 PB1 domain; Q9Y2U5; bead flow cytometry, Alexa488-MEK5 binding to MEKK2 WT; actives lie on both sides; binding response (% of control), % at 10 µM; 1.1% of 290,000 active; in the data active = binding response below about 67% or above about 130%
MEKK2mut PB1 HTS: signal of MEK5 binding to mutant human MEKK2 PB1 domain | bead flow cytometry, Alexa488-MEK5 binding to MEKK2 mutant | AID 1530 | 0.35% of 290,000 active | percent response, % at 10 µM; in the data active = percent response above about 24%, passing the limit was not always enough; also: inactives centre near 1; some results filed as inactive read as strong as hits
An asterisk follows results filed as active; · = not tested or not shown. A portion of the library; the hit share may differ from the screen's.

1	CC(C)CN(CC(C)C)c1ccc(C=C2C(=O)NC(=S)NC2=O)cc1[N+](=O)[O-]
2	N#Cc1cc2c(nc1SCC(=O)Nc1ccc(Cl)cc1)C1CCN2CC1
3	COC(=O)CSC1=NN1c1cc(C)nc(N)n1
4	CC1=Nc2ccccc2/C1=C/c1c(O)n(C)c(=O)[nH]c1=O
5	Cc1cc(/C=C2/C(=O)NC(=O)N(Cc3ccco3)C2=O)c(C)n1-c1ccccc1O
6	c1ccc(C[n+]2ccccc2)cc1
7	COC(=O)C1=C(c2cccc(C#N)c2)C[C@@H]2CC[C@H]1N2C(=O)NCCOc1ccc(OC)cc1
8	COCCO[C@H]1CC[C@@]2(C)C(=CCC3C2CC[C@@]2(C)C3CC[C@]2(C)O)C1 (stereo not given in full)
9	C[C@]12CCC3C(CC[C@H]4C[C@@H](O)CC[C@]34C)C1[C@H]1CN=N[C@H]1[C@@H]2O (stereo not given in full)
10	O=c1[nH]c(=S)[nH]c(O)c1CN1CCCCC1
Compound | 1 | 2 | 3 | 4 | 5 | 6 | 7 | 8 | 9 | 10
V1R ag counter | -1.2 | 8.8 | -0.4 | 0.5 | 2.5 | 0.4 | -0.6 | 5.2 | 1.7 | 1.1
OXTR potentiator | 0 | -11 | -7 | 0 | -8 | -3 | -4 | -7 | 0 | -2
OXTR agonist | -2.1 | 9.7 | 0.0 | 0.4 | 1.8 | 1.0 | -0.8 | 6.2 | 1.0 | 1.0
NALP1 yeast inh | 16 | 1 | 1 | 19 | -13 | · | · | · | · | 20
GalR3 antag | -1 | -8 | 3 | -5 | -8 | -1 | -4 | -4 | -4 | -11
PfM18AAP inh | -2 | 7 | 4 | 4 | 16 | · | · | · | · | 6
GPR7 antag | -6 | -12 | -8 | -4 | -4 | · | · | · | · | -10
MEKK2 WT-MEK5 | 96 | 84 | 98 | 94 | 93 | · | · | · | · | 103
MEKK2mut PB1 HTS | 2 | -9 | -1 | -4 | 12 | · | · | · | · | 4

11	CCN1CCN(c2cc(N3CCCC3)c([N+](=O)[O-])cc2F)CC1
12	O=C(CCn1nc(-c2ccc(Cl)cc2)ccc1=O)N1CCC2(CC1)OCCO2
13	Cc1ccc(S(=O)(=O)NC(CC(=O)N2CCC3(CC2)OCCO3)c2ccco2)cc1 (stereo not given)
14	O=C(Cc1ccccc1)Oc1ccccc1N1C(=O)CCC1=O
15	C=CCC1(Nc2ccccc2)CC(C)N(C)CC1C (stereo not given)
16	Clc1ccc(OCC#CCN2CCCCCC2)cc1
17	CC(C)C[C@H]1C(=O)N2CCCC2[C@]2(O)O[C@](NC(=O)[C@@H]3C=C4c5cccc6[nH]cc(c56)CC4N(C)C3)(C(C)C)C(=O)N12 (stereo not given in full)
18	C[C@]12C[C@H](O)[C@@H](O)CC1=CCC1C2CC[C@@]2(C)C1CC[C@@H]2O (stereo not given in full)
19	Clc1cc(Cl)c(-c2cc(Cl)c(Cl)cc2Cl)cc1Cl
20	O=P1(N(CCCl)CCCl)NCCCO1 (stereo not given)
Compound | 11 | 12 | 13 | 14 | 15 | 16 | 17 | 18 | 19 | 20
V1R ag counter | -0.2 | -1.0 | 0.0 | 0.4 | 0.7 | 2.9 | 1.9 | 0.4 | 0.6 | 0.4
OXTR potentiator | -10 | -2 | -15 | -9 | 2 | -6 | -2 | 1 | -5 | -16
OXTR agonist | -0.5 | -0.1 | 0.5 | 0.9 | 0.1 | 0.4 | 1.3 | 2.6 | 0.4 | 1.0
NALP1 yeast inh | 27 | -11 | 55 | 26 | 0 | 0 | 17 | · | · | 19
GalR3 antag | 0 | -5 | -3 | -4 | -5 | 0 | · | -5 | 0 | ·
PfM18AAP inh | -6 | 4 | 0 | -8 | -4 | 1 | 9 | · | · | 5
GPR7 antag | 8 | -3 | -8 | 4 | -2 | -12 | -2 | · | · | -14
MEKK2 WT-MEK5 | 95 | 106 | 100 | 111 | 94 | 104 | 95 | · | · | 106
MEKK2mut PB1 HTS | -1 | 5 | -4 | 3 | -13 | 3 | 6 | · | · | 5

By substructure: those above containing four or more nitrogen atoms
1	CC(C)CN(CC(C)C)c1ccc(C=C2C(=O)NC(=S)NC2=O)cc1[N+](=O)[O-]
2	N#Cc1cc2c(nc1SCC(=O)Nc1ccc(Cl)cc1)C1CCN2CC1
3	COC(=O)CSC1=NN1c1cc(C)nc(N)n1
11	CCN1CCN(c2cc(N3CCCC3)c([N+](=O)[O-])cc2F)CC1
17	CC(C)C[C@H]1C(=O)N2CCCC2[C@]2(O)O[C@](NC(=O)[C@@H]3C=C4c5cccc6[nH]cc(c56)CC4N(C)C3)(C(C)C)C(=O)N12 (stereo not given in full)
Compound | 1 | 2 | 3 | 11 | 17
V1R ag counter | -1.2 | 8.8 | -0.4 | -0.2 | 1.9
OXTR potentiator | 0 | -11 | -7 | -10 | -2
OXTR agonist | -2.1 | 9.7 | 0.0 | -0.5 | 1.3
NALP1 yeast inh | 16 | 1 | 1 | 27 | 17
GalR3 antag | -1 | -8 | 3 | 0 | ·
PfM18AAP inh | -2 | 7 | 4 | -6 | 9
GPR7 antag | -6 | -12 | -8 | 8 | -2
MEKK2 WT-MEK5 | 96 | 84 | 98 | 95 | 95
MEKK2mut PB1 HTS | 2 | -9 | -1 | -1 | 6

The results go on.
21	Cc1ccc(-c2cc(-c3ccc(C)cc3)[n+](-c3ccc(C(=O)O)cc3)c(-c3ccc(C)cc3)c2)cc1
22	COc1ccccc1OCC(=O)Nc1ccc(Cl)cc1C(=O)c1ccccc1
23	Cc1c(C(=O)O)cc(-c2ccccc2)n1Cc1ccccc1
24	O=C(N/N=C\C1C(=O)NC(=S)N(c2ccccc2)C1=O)c1ccc(O)cc1 (stereo not given)
25	Cn1c(O)c(C=Nc2ccc3c(c2)CCC3)c(=O)n(C)c1=O
26	CCCCSP1(=S)NCCCO1 (stereo not given)
27	CN(C)S(=O)(=O)c1cc(C(=O)N2CCC(C(=O)O)(c3ccccc3)CC2)ccc1Cl
28	N/C(=N\[N+](=O)[O-])N1CCN(C(=O)Oc2ccccc2)CC1
29	c1ccc2oc(N3CCNCC3)nc2c1
30	c1cc2c(cc1[C@H]1OCC3C1CO[C@@H]3c1ccc3c(c1)OCO3)OCO2 (stereo not given in full)
Compound | 21 | 22 | 23 | 24 | 25 | 26 | 27 | 28 | 29 | 30
V1R ag counter | 1.0 | 0.1 | 1.1 | 0.9 | 0.3 | -1.0 | -0.2 | 0.5 | 1.4 | 2.9
OXTR potentiator | -7 | -5 | 5 | 3 | -8 | -17 | -7 | -7 | 0 | -10
OXTR agonist | -0.6 | -1.5 | -0.2 | 0.9 | -1.3 | -1.2 | 0.5 | -0.6 | 0.7 | -0.1
NALP1 yeast inh | · | · | 2 | 5 | -26 | 2 | 10 | 8 | 13 | ·
GalR3 antag | -3 | -6 | -5 | 3 | 1 | 1 | -8 | -9 | -8 | -6
PfM18AAP inh | · | -23 | 2 | -2 | · | -10 | -3 | -2 | 4 | ·
GPR7 antag | · | -4 | -10 | -4 | · | -12 | -11 | -12 | -12 | ·
MEKK2 WT-MEK5 | · | 88 | 102 | 95 | 111 | 100 | 106 | 106 | 105 | ·
MEKK2mut PB1 HTS | · | -7 | 3 | -2 | 12 | 2 | -1 | 4 | 2 | ·

31	O=C1NC(=O)C(=Cc2cc([N+](=O)[O-])ccc2N2CCCCC2)C(=O)N1
32	COc1ccc(C(=O)C23CN4CN(CN(C4)C2)C3)cc1
33	Cc1oc(-c2ccccc2)nc1CN1C(=O)C(C)N=C(c2ccccc2F)c2cc(Cl)ccc21 (stereo not given)
34	OC(c1ccccc1)(c1ccc(Cl)cc1)C1CN2CCC1CC2 (stereo not given)
35	Cc1ncc(CN2CCCC(C(=O)c3ccc(C(C)(C)C)cc3)C2)s1 (stereo not given)
36	C=C(Cl)CSC(=S)N(CC)CC
37	Cc1ccccc1OP(N)(=O)Oc1ccccc1C
38	c1ccc(C2CC3CC4(CCCC4)N2O3)cc1 (stereo not given)
39	CC(C)(C)c1cc([N+](=O)[O-])cc(C(C)(C)C)c1O
40	COCCCNC(=O)Cn1cc(/C=C2\C(=O)NC(=O)N(c3ccccc3F)C2=O)c2ccccc21
Compound | 31 | 32 | 33 | 34 | 35 | 36 | 37 | 38 | 39 | 40
V1R ag counter | 0.8 | 0.7 | -0.3 | 0.8 | 5.6 | 1.3 | 0.9 | 0.0 | 5.4 | 1.2
OXTR potentiator | -10 | -5 | -2 | -3 | -12 | -9 | 0 | -6 | -11 | -7
OXTR agonist | -1.4 | 0.3 | 0.4 | 0.5 | 2.2 | -0.9 | 0.8 | -0.3 | 3.7 | 0.7
NALP1 yeast inh | -3 | 3 | 43 | 27 | 14 | · | 0 | -8 | -1 | 21
GalR3 antag | -7 | 1 | -5 | -3 | -4 | 1 | 6 | -2 | 90* | ·
PfM18AAP inh | -8 | 12 | 1 | 4 | -3 | · | 1 | -9 | 1 | 13
GPR7 antag | -7 | -2 | -12 | 10 | -3 | · | -13 | -10 | 3 | -25
MEKK2 WT-MEK5 | 78 | 97 | 101 | 96 | 99 | · | 95 | 102 | 107 | 105
MEKK2mut PB1 HTS | -10 | -2 | -3 | -13 | -1 | · | -4 | 1 | -9 | 4

The last 3 entries of the section before lead into the next:
38	c1ccc(C2CC3CC4(CCCC4)N2O3)cc1 (stereo not given)
39	CC(C)(C)c1cc([N+](=O)[O-])cc(C(C)(C)C)c1O
40	COCCCNC(=O)Cn1cc(/C=C2\C(=O)NC(=O)N(c3ccccc3F)C2=O)c2ccccc21
41	CCN(CC)C(=O)c1ccc(NC(=S)NC(=O)CCc2ccccc2)cc1
42	CN(C)C(=O)Oc1cccc(OCc2n(C)c3ccccc3[n+]2C)c1
43	COC(=NC1CCCC1)C(O)c1c[nH]c2ccccc12 (stereo not given)
44	CCN(CC)CCCC(C)N=C(c1ccccc1)c1c(O)n(C)c(=O)n(C)c1=O (stereo not given)
45	COc1ccc(CC2C(=O)N(c3ccccc3)C(=O)N(c3ccccc3)C2=O)c(OC)c1
Compound | 38 | 39 | 40 | 41 | 42 | 43 | 44 | 45
V1R ag counter | 0.0 | 5.4 | 1.2 | 1.5 | -0.1 | -0.3 | 1.8 | 0.2
OXTR potentiator | -6 | -11 | -7 | -4 | -6 | -4 | 1 | -6
OXTR agonist | -0.3 | 3.7 | 0.7 | -1.3 | -1.8 | -0.2 | 0.7 | 0.6
NALP1 yeast inh | -8 | -1 | 21 | 3 | 39 | 11 | 3 | 1
GalR3 antag | -2 | 90* | · | 3 | 2 | -5 | 0 | 0
PfM18AAP inh | -9 | 1 | 13 | 4 | -1 | -6 | 2 | 1
GPR7 antag | -10 | 3 | -25 | -3 | -3 | -2 | -13 | 8
MEKK2 WT-MEK5 | 102 | 107 | 105 | 98 | 105 | 103 | 99 | 96
MEKK2mut PB1 HTS | 1 | -9 | 4 | 0 | -2 | 1 | 2 | 0
